Screening results from PubChem.
HCMV inh – inhibitors of human cytomegalovirus; HFF cells, HCMV-luciferase reporter, 72 h; hits give low values; activity change, negative = inhibition, % at 57.5 µM; 4.5% of 410,000 active; AID 1259415; in the data active = activity change below about -60%; inconclusive = no clear call, values can overlap the other calls; inactive = above about -39%
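Compounds were evaluated in HFFs infected with an HCMV luciferase reporter virus (MOI 1 PFU/cell). Luciferase in lysates collected 72 h post infection served as the replication measure.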
HCV inhibitor – inhibitors of hepatitis C virus infection. Huh7.5.1 HCVcc-Cre infection, luciferase reporter, 44 h. Potency, µM (top dose mostly 41.8 µM), without a hit: top-dose activity change, negative = inhibition, most hits filed as inhibitors. 3.4% of 340,000 active; also: potency is read from the fitted curve at half-maximal effect
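Cells seeded at 1,000/well and cultured 4 h, then compounds added followed by HCVcc-Cre virus (~0.5 moi). After 44 h further culture, luciferase substrate was added, plates held 15 min at room temperature, and luminescence read for 15 sec.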
AMA1 RON2 block – inhibitors of Plasmodium falciparum AMA1-RON2 interaction | AlphaScreen AMA1-biotinylated RON2 peptide binding | Potency, µM (highest dose often 58.2 µM), inactives show at the top dose activity change, negative = inhibition, actives largely listed as inhibitors | 0.2% of 360,000 active | AID 720542;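 also: potency is read from the fitted curve at half-maximal effect; 0% = vehicle wells and -100% = peptide control; nearly all actives have a fitted effect of over 45% in size; some results filed as inactive show a strong effect at the top dose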
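AMA1 (3D7) with his tag at 25 nM final met compounds first, then biotinylated RON2 peptide at 25 nM; detection used donor plus acceptor beads, 10 µg/mL apiece, read by AlphaScreen after 30 min at room temperature.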
LmPK inh – inhibitors of Leishmania mexicana pyruvate kinase; Q27686; purified LmPK, Kinase-Glo ATP luminescence, 1 h; Potency, µM (titrated, usually from 57.5 µM), inactives show at the top dose activity change, negative = inhibition, most hits filed as inhibitors; 0.37% of 290,000 active; also: potency is read from the fitted curve at half-maximal effect
Target sequence (Q27686 whole entry, looked up): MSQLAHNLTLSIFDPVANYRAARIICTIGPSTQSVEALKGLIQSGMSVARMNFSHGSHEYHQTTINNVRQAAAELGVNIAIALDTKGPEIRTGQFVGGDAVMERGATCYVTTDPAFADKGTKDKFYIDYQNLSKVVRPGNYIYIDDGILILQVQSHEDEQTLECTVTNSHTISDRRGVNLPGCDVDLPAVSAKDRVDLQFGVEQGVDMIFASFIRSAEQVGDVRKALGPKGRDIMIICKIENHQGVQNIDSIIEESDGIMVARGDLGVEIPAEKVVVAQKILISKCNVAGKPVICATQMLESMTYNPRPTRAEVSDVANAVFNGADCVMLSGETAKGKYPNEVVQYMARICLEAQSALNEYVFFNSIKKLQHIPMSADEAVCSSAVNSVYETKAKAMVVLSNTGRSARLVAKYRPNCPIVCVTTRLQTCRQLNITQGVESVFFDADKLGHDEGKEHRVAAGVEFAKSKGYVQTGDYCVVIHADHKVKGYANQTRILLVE
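0.1 nM LmPK, 0.5 mM PEP, 0.1 mM ADP; 50 mM imidazole pH 7.2, 7 mM MgCl2, 50 mM KCl; 1 h RT. Kinase-Glo luminescence readout, normalized to no-enzyme (full inhibition) and uninhibited wells.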
TbPYK inhibitor – inhibitors of Trypanosoma brucei pyruvate kinase; Potency, µM (series often up to 76.8 µM), inactives show top-dose activity, negative = inhibition, actives largely listed as inhibitors; TbPYK enzyme, Kinase-Glo Plus ATP luminescence, 45 min; 0.12% of 410,000 active; Q57TT1; also: potency is read from the fitted curve at half-maximal effect; nearly all actives have a fitted effect of over 50% in size
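T. brucei PYK with substrate was exposed to pin-transferred compounds across a concentration series, then started with 130 uM ADP (final). After 45 min at room temperature, Kinase-Glo Plus luminescence was read, normalized and curve-fitted.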
AmpC inh no detg – inhibitors of E. coli AmpC beta-lactamase without detergent; P00811; AmpC nitrocefin hydrolysis, absorbance 480 nm, 0.0001% Triton; Potency, µM (highest dose often 57.1 µM), inactives show at the top dose activity change, negative = inhibition, most hits filed as inhibitors; 0.52% of 330,000 active;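 also: potency is read from the fitted curve at half-maximal effect; plate controls were no compound for no effect and no enzyme for full effect; nearly all actives have a fitted effect of over 20% in size; some results filed as inactive show a strong effect at the top dose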
Target sequence (P00811 whole entry, looked up): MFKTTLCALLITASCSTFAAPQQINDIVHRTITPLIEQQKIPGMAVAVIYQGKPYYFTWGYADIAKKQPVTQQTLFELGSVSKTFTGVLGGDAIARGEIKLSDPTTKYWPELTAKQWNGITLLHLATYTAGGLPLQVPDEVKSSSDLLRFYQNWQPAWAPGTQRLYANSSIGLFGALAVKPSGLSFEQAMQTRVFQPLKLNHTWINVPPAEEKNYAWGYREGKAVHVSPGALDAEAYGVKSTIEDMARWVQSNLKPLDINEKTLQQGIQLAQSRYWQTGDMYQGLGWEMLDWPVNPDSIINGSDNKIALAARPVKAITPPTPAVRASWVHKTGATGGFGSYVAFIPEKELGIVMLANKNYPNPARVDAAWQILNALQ
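20 mM phosphate pH 7.0 + 0.01% (detergent screen) or 0.0001% Triton X-100; 5.3 nM AmpC reagent; cpd preinc 15 min RT; nitrocefin (800 uM stock) to start; A480 q20 s × 4 min; Activity was normalised to no-enzyme and no-compound control wells.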
AmpC inh detg – AmpC beta-lactamase inhibition with detergent present; P00811; AmpC hydrolysis of nitrocefin, absorbance 480 nm, 0.01% Triton; Potency, µM (highest dose often 114 µM), for the others: at the highest dose activity change, negative = inhibition, usual class: inhibitors; 0.041% of 370,000 active; AID 485294;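 also: potency is read from the fitted curve at half-maximal effect; 0% = no-compound wells and -100% = no-enzyme wells; nearly all actives have a fitted effect of over 25% in size; some results filed as inactive show a strong effect at the top dose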
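AmpC (5.3 nM in the dispensed reagent) in 20 mM phosphate pH 7.0 with 0.01% (detergent screen) or 0.0001% Triton X-100 was preincubated with compounds for 15 min at room temperature. Nitrocefin was then added from an 800 uM solution, and hydrolysis was followed at 480 nm.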
Starred values were filed as active, the others as inactive; ? = inconclusive; . = not tested or not shown; & = joins results of further samples; [ ] = dose if it differs, or a comment. Unless noted, calls follow the shape of the dose curve; as a rule, active = well fitted curve in the direction sought with a large enough effect; inconclusive = small, poorly fitted or top-dose-only effect, or another doubt; inactive = no such curve, though single readings can be large; an effect the other way counts as inactive or inconclusive. Unless noted, % is scaled to controls: 0 for no effect and ±100 for the full control effect.

SMILES	HCMV inh	HCV inhibitor	AMA1 RON2 block	LmPK inh	TbPYK inhibitor	AmpC inh no detg	AmpC inh detg
C/C(CCC(=O)OC[C@H]1O[C@H](C#Cc2ccccc2)C=C[C@@H]1Oc1ccc(C)cc1)=N\OC[C@@H](O)[C@H]1O[C@@H]2OC(C)(C)O[C@@H]2[C@H]1O	.	0%[8.37 µM]	.	8%	.	267%[activator]	-1%
O=c1cc(-c2ccc(O)cc2)oc2c(C3OCC(O)C(O)C3O)c(O)c(C3OC(CO)C(O)C(O)C3O)c(O)c12 (stereo not drawn)	38	8%	?	1%	-10%	-11%	2%
COc1cc(/C=C2\SC(=S)N(NC(=O)c3cccc(O)c3)C2=O)ccc1O	1	-19%	-25%	2%	-16%	-42%	0%
NC(=O)C1CCCN1S(=O)(=O)c1ccc2ccccc2c1 (stereo not drawn)	29	5%	12%	1%	0%	-11%	0%
COc1ccccc1/C=N/NC(=O)c1cccc2ccccc12	11	-2%	-10%	2%	-18%	-28%	?
CCOc1ccc(/C(=N\O)C(C)NO)cc1 (stereo not drawn)	78	5%	7%	2%	7%	-14%	-14%
Cc1cc(NC(=O)CCC(=O)N(c2ccc(F)cc2)C(C(=O)NC2CCCC2)c2cccnc2)no1 (stereo not drawn)	25	8%	-2%	0%	-4%	-13%	3%
Cc1ccc(NC(=O)Cn2c(=O)nc(-c3ccccc3F)c3cc(Cl)ccc32)c(Br)c1	?	.	.	.	-1%	.	21%
CCOC(=O)N1CCN(C(=O)CSc2nc(=O)n3ccccc3n2)CC1	12	10%	-14%	.	2%	-26%	-9%
Cc1csc2nc(CSc3nc4ccccc4o3)cn12	102	2%	-11%	-23%	-3%	-14%	-6%
Cc1cc(C)n2c(Nc3ccc4c(c3)OCCO4)c(-c3ccccn3)nc2n1	67	.	8.9µM*	.	5%	.	.
CCOc1ccc(NC(=O)C(=O)NCCCn2ccnc2)cc1	-1	1%	-5%	-5%	9%	0.16µM*	-5%
CC(=O)Nc1ccc(NC(=O)C(C)OC(=O)CCCN2C(=O)c3cccc4cccc(c34)C2=O)cc1 (stereo not drawn)	?	-20%	-21%	.	-2%	-30%	?
CCc1ccccc1NC(=O)C1CCCN(c2ncccn2)C1 (stereo not drawn)	?	0%	-5%	6%	0%	-12%	-9%
O=S(=O)(Nc1ccc(N2CCOCC2)cc1)c1c(F)cc(F)cc1Br	32	?	-4%	-2%	-10%	-43%	-14%
O=C1CC(c2c(F)cccc2Cl)c2c(c3ccccc3oc2=O)O1 (stereo not drawn)	-1	.	.	.	2%	.	0%
CN1C(=O)C(CC(=O)Nc2ccc(F)cc2)N(NC(=O)c2cccc(F)c2)C1=S (stereo not drawn)	-28	-10%	-23%	-17%	-3%	-18%	-9%
CCOc1ccc2c(c1)c(=O)c(C(=O)c1ccc3c(c1)OCO3)cn2Cc1cccc(F)c1	-5	.	.	.	5%	.	9%
O=C(COC(=O)Cc1cccc(C(F)(F)F)c1)NC1CC1	24	23%	-3%	-9%	-6%	-10%	6%
O=C(COc1ccc(Br)cc1)N1CCN(Cc2ccncc2)CC1	-4	16%	-14%	-3%	-5%	-1%	0%

Arranged by count of non-hydrogen atoms (highest first): part of the list above
SMILES	HCMV inh	HCV inhibitor	AMA1 RON2 block	LmPK inh	TbPYK inhibitor	AmpC inh no detg	AmpC inh detg
CCOc1ccc2c(c1)c(=O)c(C(=O)c1ccc3c(c1)OCO3)cn2Cc1cccc(F)c1	-5	.	.	.	5%	.	9%
COc1cc(/C=C2\SC(=S)N(NC(=O)c3cccc(O)c3)C2=O)ccc1O	1	-19%	-25%	2%	-16%	-42%	0%
O=S(=O)(Nc1ccc(N2CCOCC2)cc1)c1c(F)cc(F)cc1Br	32	?	-4%	-2%	-10%	-43%	-14%
O=C(COc1ccc(Br)cc1)N1CCN(Cc2ccncc2)CC1	-4	16%	-14%	-3%	-5%	-1%	0%
COc1ccccc1/C=N/NC(=O)c1cccc2ccccc12	11	-2%	-10%	2%	-18%	-28%	?
O=C(COC(=O)Cc1cccc(C(F)(F)F)c1)NC1CC1	24	23%	-3%	-9%	-6%	-10%	6%

Later entries:
SMILES	HCMV inh	HCV inhibitor	AMA1 RON2 block	LmPK inh	TbPYK inhibitor	AmpC inh no detg	AmpC inh detg
COc1ccc(NC(C)C(=O)Nc2ccc(C(C)(C)C)cc2)cc1Cl (stereo not drawn)	6	?	?	2%	1%	-20%	2%
COc1ccc(OCC(=O)Nc2ccc(NC(=O)c3ccccc3Cl)c(OC)c2)cc1	-3	?	-6%	3%	6%	-30%	0%
O=C1CCC(C(=O)N2CCCCO2)CN1Cc1cccc(F)c1 (stereo not drawn)	-28	6%	-10%	-5%	0%	-10%	?
Cc1ccc(O)c(NC(=O)C2CC(c3c(F)cccc3Cl)=NO2)c1 (stereo not drawn)	-25	-22%	-9%	5%	.	-38%	-6%
CC[n+]1c(/C=C2\Sc3ccccc3N2C)ccc2cccc(C)c21	-101*	2.8µM*	-16%	-13%	0%	4%	-11%
Nc1ccc2c(c1)C/C(=C/c1ccco1)C2=O	11	?	-15%	?	-12%	-32%	-8%
Cc1ccc(OCC(=O)Nc2nonc2-c2ccc(Br)cc2)cc1C	-14	.	.	.	-3%	.	33%[activator]
O=C(Nc1cccc2c1CCCC2)c1cc([N+](=O)[O-])ccc1Cl	-105*	?	0%	-3%	12%	-23%	-4%
CCOC(=O)c1cnc(=O)[nH]c1C	.	21%	-10%	6%	4%	-11%	?
Cc1ccc(NC(=O)CSc2ccc(-c3cccnc3)nn2)c(C)c1	-13	-3%	0%	2%	-3%	4%	?
COc1ccccc1CNC(=O)CN1C(=O)NC(C)(c2ccc(C)cc2)C1=O (stereo not drawn)	-10	1%	-7%	-1%	-2%	19%	3%
C/C(=N\NC(=O)c1ccc(CN2CCOCC2)cc1)c1ccc(NC(=O)c2ccccc2)cc1	21	?	93%[activator]	-16%	-4%	-4%	0%
Cc1ccc(S(=O)(=O)c2nc(S(C)(=O)=O)sc2N2CCC3(CC2)OCCO3)cc1	-2	-11%	0%	2%	12%	30%	1%
O=C1CC(=O)N(c2ccccc2)C(=O)N1	31	21%	-18%	.	-4%	.	.
O=C(N=Nc1c(O)[nH]c2ccccc12)c1cc(NS(=O)(=O)c2cccs2)cc(NS(=O)(=O)c2cccs2)c1	-21	-21%	-17%	2%	-28%	16µM*	3%
COCCNC(=O)c1ccc2c3n(nc2c1)-c1ccc(Cl)cc1CO3	6	-19%	2%	-9%	-10%	57%	-4%
COC(=O)c1[nH]c2ccccc2c1NC(=O)CN1CCN(C(=O)c2ccco2)CC1	-3	0%	1%	-1%	-3%	-6%	-16%
CN(C)S(=O)(=O)c1ccc2nnn(O)c2c1	13	10%	5%	-3%[11.5 µM]	-7%	-14%	3%
COc1ccccc1C1C(C(N)=O)=C(C)Nc2nc(CCCO)nn21 (stereo not drawn)	?	19%	-18%	4%	-5%	-1%	-5%
CCN(C(=O)Cn1c(=O)oc2ccccc21)c1cccc(C)c1	26	2%	-9%	3%	-2%	18%	0%
COc1ccccc1/C=C(/C(=O)NCCCn1ccnc1)c1ccccc1	-33	4%	15%	1%	-16%	52%	-3%
CC(C)CCn1c(=O)c2ccccc2n2c(CN3C(=O)NC4(CCC(C)CC4)C3=O)nnc12 (stereo not drawn)	?	-5%	-5%	1%	-5%	7%	-7%
COCCCNC(=O)c1ccc2c(=O)n(Cc3ccc(OC)cc3)c(=O)[nH]c2c1	-27&-12	-13%	37%[activator]	10%	4%&1%	-5%	4%&6%
Cc1cc2c(cc1S(=O)(=O)Nc1cccc(Cl)c1C)OCCN2C	?	.	.	.	-11%	.	22%
CCOC(=O)N1CCN(C(=O)C2CCN(S(=O)(=O)c3cc(Cl)ccc3OCC)CC2)CC1	-87*	-3%	4%	-5%	6%	186%[activator]	1%
CNc1ccccc1C(=O)OC(C)C(=O)Nc1ccc(Cl)cn1 (stereo not drawn)	-98*	?	54%[activator]	3%	1%	-30%	?
CC(=O)Nc1c(NC(=O)CC#N)[nH]c2c(c1=O)c(=O)n(C)c(=O)n2C	40	15%	14%	2%	4%	-1%	6%
COc1ccccc1C(=O)NC(=O)COC(=O)CNC(=O)c1ccc(Cl)c([N+](=O)[O-])c1	9	-11%	12%	.	3%	-26%	0%
NC(=O)COc1cccc(/C=N/NC(=O)c2ccc(-n3cccc3)cc2)c1	5	-12%	-4%	3%	-3%	-8%	-5%
CCc1nnc(SCC(=O)NC2CCCC2)nc1CC	-12	8%	12%	11%	3%	-13%	?
O=C(OCc1ccccc1)c1ccc2c(c1)-c1ccccc1C2=O	20	?	7%	-1%	-3%	-9%	-1%
CC1CC(C)CN(CCCNC(=O)C2CCN(c3ncnc4c3sc3cccc(F)c34)CC2)C1 (stereo not drawn)	.	.	.	3%	.	47%	6%
CCC(C)NC(=O)c1cc(Cl)c(NC(=O)C2=C(C)OCCS2)cc1OC (stereo not drawn)	?	?	-11%	-3%	5%	-5%	-6%
CC1CN(CC(O)COCc2ccc3c(c2)OCO3)CC(C)O1 (stereo not drawn)	37	3%	0%	0%	-2%	-8%	1%
CCc1noc(C)c1C(=O)Nc1cccc(S(=O)(=O)N2CCCCCC2)c1	-14	?	0%	.	0%	-23%	?
CCN(CC1CCCN(CCc2cccc(OC)c2)C1)C(=O)c1ccc(COC)o1 (stereo not drawn)	10	-19%	-4%	-12%	-2%	13%	1%
Cc1ccccc1CNC(=O)CCC(=O)N1CCOc2ccccc21	7	6%	1%	2%	-5%	-15%	3%
O=C(NCCCN1CCOCC1)c1ccc([N+](=O)[O-])cc1[N+](=O)[O-]	-30	?	-4%	-1%	-4%	-20%	?
CCSc1nc(N)c(C#N)c(-c2ccccc2Cl)c1C#N	-63*	-28%	0%	2%	-1%	-21%	?
COc1ccc(CN2CC(C(=O)NCCCN3CCCC(C)C3)CC2=O)cc1 (stereo not drawn)	3	6%	3%	0%	0%	-6%	1%
COc1ccc(C(=O)N/C(=C\c2cn(C)c3ccccc23)C(=O)NCCCN2CCOCC2)cc1	47	16%	-5%	6%	-1%	134%[activator]	2%
Cc1c(-c2ccccc2)oc2c(C(=O)OCC(=O)Nc3ccc(F)cc3)cccc2c1=O	-28	-7%	-4%	2%	-17%	-19%	-6%
O=C(COC(=O)c1ccc(O)cc1O)NCCN1C(=O)CSC1=O	-16	-8%	1%	0%	0%	-11%	-11%
